CHRM1 agonist = human M1 muscarinic receptor agonists, primary screen, Fluo-8 calcium fluorescence, CHO-K1 cells, HTS; CHO-K1 hM1, agonist mode; 0% DMSO, 100% acetylcholine EC100; activation, % at 3 µM; actives 0.33% (n = 360,000); AID 588814, 2011;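 active means activation above the run's mean compound activation plus 3 SD, cut at about 16% in these data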;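 further: peak over basal fluorescence ratio within a 140 s kinetic read after compound addition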
CHO-K1 Ca antag = counter-screen for M1 antagonists: effect in parental CHO-K1 cells. ATP-induced calcium, Fluo-8 fluorescence. inhibition, % at 3 µM. actives 0.6% (n = 360,000);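 active means inhibition above a per-plate cutoff, the plate's mean sample inhibition plus 3 SD, cut at about 24% in these data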;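 further: 0% = DMSO plus EC80 ATP and 100% = DMSO alone without ATP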
CHRM4 agonist = human M4 muscarinic receptor agonists, primary screen, CHO-K1 cells, Fluo-8 calcium fluorescence | Muscarinic acetylcholine receptor M4 (Homo sapiens), P08173 | CHO-K1 hM4/Gqi5; vehicle 0%, full acetylcholine response 100% | activation, % at 3 µM | actives 0.14% (n = 360,000);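 active means activation above the run mean over all test wells plus 3 SD, cut at about 32% in these data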;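 further: peak over basal fluorescence ratio per well then scaled between controls; 0% = DMSO wells and 100% = acetylcholine at EC100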
Target sequence (P08173 whole entry, looked up): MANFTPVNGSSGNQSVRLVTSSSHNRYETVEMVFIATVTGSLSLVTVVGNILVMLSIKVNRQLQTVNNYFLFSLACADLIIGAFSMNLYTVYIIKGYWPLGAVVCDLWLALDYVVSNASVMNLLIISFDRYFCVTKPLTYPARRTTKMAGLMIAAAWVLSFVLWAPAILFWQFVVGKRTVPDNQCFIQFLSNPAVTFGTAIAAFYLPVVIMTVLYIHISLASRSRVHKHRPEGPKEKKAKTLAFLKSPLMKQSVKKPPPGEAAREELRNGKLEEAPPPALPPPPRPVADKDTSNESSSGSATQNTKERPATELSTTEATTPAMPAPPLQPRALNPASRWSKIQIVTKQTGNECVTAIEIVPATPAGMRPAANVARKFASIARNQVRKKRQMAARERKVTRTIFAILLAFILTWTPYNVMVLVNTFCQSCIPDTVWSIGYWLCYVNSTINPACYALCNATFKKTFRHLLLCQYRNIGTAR
M1 ag parental = counter-screen for M1 agonists: effect in parental CHO-K1 cells. Fluo-8 calcium fluorescence; scaled to maximal ATP response, vehicle zero. activation, % at 3 µM. actives 0.48% (n = 360,000); in the data active means activation above about 15%;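 further: untransfected CHO-K1 host cells lacking M1 receptor as counterscreen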
CHRM1 antagonist = human M1 muscarinic receptor antagonists, primary screen, CHO-K1 cells, Fluo-8 calcium fluorescence, 1536-well; Muscarinic acetylcholine receptor M1 (Homo sapiens), P11229; CHO-K1 hM1, ACh EC80 antagonist; inhibition, % at 3 µM; actives 1.3% (n = 360,000); AID 588852, 2011;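 active means percent inhibition above its own plate's cutoff, namely the mean of that plate's compound wells plus 3 SD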;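 further: peak over basal fluorescence ratio during 140 s after agonist addition; 0% = ACh EC80 plus DMSO and 100% = DMSO alone without agonist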
CHO parental Ca = ATP-evoked calcium signal inhibitors, parental CHO, primary screen, counter-screen for OX1R antagonist project, cell-based, fluorescence, Fluo-8 calcium dye; AID 463079, 2010; parental CHO-K1, ATP-induced calcium, Fluo-8 fluorescence; inhibition, % at 5.6 µM; actives 0.63% (n = 330,000);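 active means inhibition above that plate's mean sample inhibition plus 3 SD, cut at about 26% in these data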;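 further: 0% = ATP-challenged DMSO wells and 100% = DMSO wells without ATP; some compounds past the cut are filed as inactive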
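Assay system: untransfected parental CHO cell line. Also added: ATP agonist challenge. Dosing: one dose, 5.6 µM nominal. Measured by: Fluo-8 fluorescence. Read-out: % inhibition. Benchmarks: ATP wells versus no-ATP DMSO wells. Repeats: no replicates.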
M1 PAM = human M1 muscarinic receptor positive allosteric modulators, primary screen, CHO-K1 cells, Fluo-8 calcium fluorescence, 1536-well; activation, % at 3 µM; AID 588819, 2011; actives 0.088% (n = 360,000); CHO-K1 hM1, ACh EC20; 0% = ACh EC20, 100% = maximal ACh; in the data active means activation above about 19%, passing the limit was not always enough
OXTR potentiate = human OXTR potentiators, primary screen, fluorescence, CHO-OTR cells, Fluo-8 calcium; activation, % at 3 µM; Fluo-8 calcium fluorescence, potentiator mode; 0% = oxytocin EC15, 100% = EC100; actives 0.061% (n = 320,000); Oxytocin receptor (Homo sapiens), P30559;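 active means activation above that plate's cutoff, the mean activation of tested compounds plus 3 SD, cut at about 6.6% in these data, passing the limit was not always enough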;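 further: 100% uses oxytocin at 75 nM as the full agonist control; some results filed as inactive read as strong as hits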
Target sequence (P30559 whole entry, looked up): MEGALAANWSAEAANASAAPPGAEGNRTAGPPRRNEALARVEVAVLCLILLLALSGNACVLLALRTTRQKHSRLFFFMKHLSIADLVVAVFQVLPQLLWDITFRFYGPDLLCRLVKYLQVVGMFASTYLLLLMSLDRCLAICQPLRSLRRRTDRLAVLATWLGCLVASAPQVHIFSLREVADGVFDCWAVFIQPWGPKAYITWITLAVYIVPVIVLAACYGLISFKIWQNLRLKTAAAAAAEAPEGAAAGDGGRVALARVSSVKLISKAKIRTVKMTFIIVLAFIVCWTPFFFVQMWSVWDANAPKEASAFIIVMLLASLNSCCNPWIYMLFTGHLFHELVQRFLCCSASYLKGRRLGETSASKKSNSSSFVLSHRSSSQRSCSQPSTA
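Material: human OTR in CHO cells. Compound: 3.0 µM, one dose. Timing: compound 6 min at room temperature before oxytocin, 100 s read. Evaluation: % activation of max/min ratio relative to oxytocin controls. Replication: single well per compound, singlicate. Signal: Fluo-8 calcium dye fluorescence.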
M4 antag = human M4 muscarinic receptor antagonists, primary screen, CHO cells, Fluo-8 calcium fluorescence | inhibition, % at 3 µM | Muscarinic acetylcholine receptor M4 (Homo sapiens), P08173 | CHO-hM4 cells, ACh EC80 | actives 0.73% (n = 360,000);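 active means inhibition above its plate's cutoff, the mean inhibition of sample wells plus 3 SD, cut at about 27% in these data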;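 further: 0% = acetylcholine EC80 with DMSO and 100% = DMSO without agonist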
* = called active by the depositor; . = not tested or not shown.

SMILES	CHRM1 agonist	CHO-K1 Ca antag	CHRM4 agonist	M1 ag parental	CHRM1 antagonist	CHO parental Ca	M1 PAM	OXTR potentiate	M4 antag
O=C1CSC(c2cccc(F)c2)N1c1ccccc1 (stereo not drawn)	-8	-11	-1	-0.6	1	-12	10	7	-8
C#CCC(NC(=O)c1ccc(C(F)(F)F)cc1)C(=O)NCCC (stereo not drawn)	-6	-21	2	0.5	-14	-12	15	-1	-6
CCc1ccc(NC(=O)Cn2ncc3c4ccccc4n(C)c3c2=O)cc1	3	-10	0	-0.2	-9	-15	10	-1	-1
CC1(C(=O)NS(=O)(=O)c2ccccc2)CCN1C(=O)C1(c2ccc(Cl)cc2)CCC1 (stereo not drawn)	-1	-7	0	-0.3	-16	.	6	.	-5
C[C@H]1CN([C@@H](C)CO)S(=O)(=O)c2ccc(Br)cc2O[C@H]1CN(C)C(=O)Cc1ccccc1	0	-5	7	1.3	-2	.	-2	.	-11
CN1CCN(Cc2nc(N)nc(Nc3ccc4c(c3)OCCO4)n2)CC1	-3	-1	0	0.1	-11	18	5	-8	2
CCCOc1cccc(C2/C(=C(/O)c3ccccc3)C(=O)C(=O)N2CCN(C)C)c1 (stereo not drawn)	-1	-6	1	0.3	-3	.	-8	.	-9
Nc1nnc(SCCN2C(=O)c3ccccc3C2=O)s1	-3	-7	1	0.5	9	-8	0	1	1
Cc1onc(-c2ccccc2)c1C(=O)N=C(N)c1ccc(Cl)cc1	-5	0	0	-0.1	1	-37	-6	1	-3
CCOC(=O)[C@]12CCCC=C1N(Cc1ccc(Cl)cc1Cl)C(=O)[C@H](CC(=O)NCCc1ccccc1OC)C2	.	5	-1	0.8	.	.	.	.	-5
COc1ccc(/C=C(/C#N)C(=O)NC2CCCCC2)cc1Br	-2	1	1	0.1	-3	-20	7	-1	-6
CNC(=O)CC(CC(=O)c1ccccc1)c1ccccc1 (stereo not drawn)	-4	-10	3	0.0	-8	-12	13	-5	8
O=S(=O)(Cc1ccccc1)/C1=C(\N2CCOCC2)CCCCCC1	-5	-1	1	0.2	-2	-11	4	-2	17
COc1ccc(C2=NCCn3nc4ccccc4c32)cc1	-3	-1	2	-0.3	-3	-8	8	2	-4
COc1ccc(OC)c(NC(=O)CN(C)CCOc2ccc(Br)cc2)c1	-3	-15	1	-0.1	2	-33	6	-7	4
COc1ccc(S(=O)(=O)NCC2CCC(C(=O)N3CCC4(CC3)OCCO4)CC2)cc1 (stereo not drawn)	-1	-14	1	0.1	-25	.	5	.	-9
CSCCC(NC(=O)c1ccccc1Cl)C(=O)NC1CCN(Cc2ccccc2)CC1 (stereo not drawn)	-5	3	0	0.0	-3	-21	-2	-2	-17
COc1ccc(N(C(=O)Cc2cccs2)C(C(=O)NC2CCCCC2)c2cccn2C)cc1OC (stereo not drawn)	-6	-5	0	-0.7	-28	-14	5	-2	-3
O=C(O)C(Cc1ccc(OS(=O)(=O)Cc2ccccc2)cc1)NS(=O)(=O)Cc1ccccc1 (stereo not drawn)	4	19	-1	-0.2	-16	.	14	.	1
NC(=O)c1nsc(C(=O)N(Cc2ccco2)C(C(=O)NCC2CCCO2)c2ccc(F)cc2)c1N (stereo not drawn)	-2	-12	15	3.2	-7	.	3	.	0

Reformatted field by field: part of the list above.
COc1ccc(/C=C(/C#N)C(=O)NC2CCCCC2)cc1Br
- CHRM1 agonist: -2
- CHO-K1 Ca antag: 1
- CHRM4 agonist: 1
- M1 ag parental: 0.1
- CHRM1 antagonist: -3
- CHO parental Ca: -20
- M1 PAM: 7
- OXTR potentiate: -1
- M4 antag: -6
O=C(O)C(Cc1ccc(OS(=O)(=O)Cc2ccccc2)cc1)NS(=O)(=O)Cc1ccccc1 (stereo not drawn)
- CHRM1 agonist: 4
- CHO-K1 Ca antag: 19
- CHRM4 agonist: -1
- M1 ag parental: -0.2
- CHRM1 antagonist: -16
- CHO parental Ca: .
- M1 PAM: 14
- OXTR potentiate: .
- M4 antag: 1
COc1ccc(N(C(=O)Cc2cccs2)C(C(=O)NC2CCCCC2)c2cccn2C)cc1OC (stereo not drawn)
- CHRM1 agonist: -6
- CHO-K1 Ca antag: -5
- CHRM4 agonist: 0
- M1 ag parental: -0.7
- CHRM1 antagonist: -28
- CHO parental Ca: -14
- M1 PAM: 5
- OXTR potentiate: -2
- M4 antag: -3
NC(=O)c1nsc(C(=O)N(Cc2ccco2)C(C(=O)NCC2CCCO2)c2ccc(F)cc2)c1N (stereo not drawn)
- CHRM1 agonist: -2
- CHO-K1 Ca antag: -12
- CHRM4 agonist: 15
- M1 ag parental: 3.2
- CHRM1 antagonist: -7
- CHO parental Ca: .
- M1 PAM: 3
- OXTR potentiate: .
- M4 antag: 0

Next part
SMILES	CHRM1 agonist	CHO-K1 Ca antag	CHRM4 agonist	M1 ag parental	CHRM1 antagonist	CHO parental Ca	M1 PAM	OXTR potentiate	M4 antag
CC(=O)c1ccc(OCCCC(=O)OCC(=O)N2CCN(S(=O)(=O)c3ccc(C)cc3C)CC2)cc1	3	14	23	18*	29*	.	-9	.	5
O=C(c1nc2ccccn2c1CN1CCC(Cc2ccccc2)CC1)N1CCCC1	-14	-16	3	1.2	-10	-13	2	-2	-6
COc1ccc(-c2n[nH]c(C(F)(F)F)c2-c2cc3ccccc3o2)c(O)c1	-5	4	1	0.1	12	78*	-5	-12	16
CCc1cc(Br)ccc1N1C(=O)C2CC=CCC2C1=O (stereo not drawn)	1	-11	2	2.0	-7	-1	7	-9	9
OC1(c2ccc(Cl)cc2)CCN(Cc2cn[nH]c2-c2ccc(F)cc2)CC1	6	-8	4	4.4	-9	-20	6	-2	5
CCOc1ccccc1Nc1nc(N)nc(CSc2nccc(C)n2)n1	-3	-3	1	0.2	-15	-15	0	-11	0
Cc1ccc(S(=O)(=O)N2CCCC2CNC(=O)C(=O)NCc2ccccn2)cc1 (stereo not drawn)	-5	-12	0	0.4	-7	-23	4	-4	-8
Cc1ccc(C(=O)NN=Cc2ccc3c(c2)OCO3)cc1	0	-5	2	-0.2	-14	.	6	.	-9
CCN(CC)C(=O)Cn1cc(S(=O)(=O)CC(=O)Nc2ccc(OC)c(OC)c2)c2ccccc21	-3	0	2	0.7	-24	-9	21	1	-8
Cc1ccc2c(c1)NC(=O)C(CC(=O)NCCCN1CCCCC1C)O2 (stereo not drawn)	-14	2	1	-0.7	-9	-3	-2	0	-3
COC(=O)c1ccc(C(=O)OC)c(NC(=O)COC(=O)C23CC4CC(CC(O)(C4)C2)C3)c1	-4	33*	7	1.1	-7	-14	-4	-4	4
O=C(NCCc1c[nH]c2ccccc12)OCCCCOC(=O)NCCc1c[nH]c2ccccc12	0	2	20	7.2	22	31	-9	-22	32*
CCOc1ccccc1N=CC1=C(O)CC(c2ccccc2)CC1=O (stereo not drawn)	-6	6	2	0.4	1	6	0	-4	-6
S=C(Nc1ccc(Cl)c(Cl)c1)N1CCOCC1	-4	2	11	3.1	9	1	-3	-5	9
O=C(NNc1ncnc2sccc12)c1ccc(Cl)cc1	3	2	8	7.2	-5	-7	-1	-6	17
COc1ccc(C(=O)N(Cc2ccccc2)c2cccc(C)c2)c(OC)c1OC	-5	11	0	-1.0	11	-29	-1	-3	2
O=C(NCc1ccccn1)c1ccc(N2CCCC2=O)cc1	1	11	1	-0.1	-6	-12	1	-8	-6
COc1cc(C2CC(=O)N(c3ccc(C)cc3)C(=O)C2)cc(OC)c1OC	-1	0	2	0.3	-8	-14	-2	0	-2
Cc1ccccc1-n1ccnc1SCC(=O)Nc1cccc(S(=O)(=O)NC2=NCCC2)c1	-4	-14	3	1.5	-7	-10	4	-8	-3
Cc1cc(C)c2cc(CN(CCO)C(=O)NC3CCCCC3)c(=O)[nH]c2c1	-3	0	-1	-0.5	2	-22	-1	4	0

One compound at a time, from the list above.
Entry for C#CCC(NC(=O)c1ccc(C(F)(F)F)cc1)C(=O)NCCC (stereo not drawn) → CHRM1 agonist = -6; CHO-K1 Ca antag = -21; CHRM4 agonist = 2; M1 ag parental = 0.5; CHRM1 antagonist = -14; CHO parental Ca = -12; M1 PAM = 15; OXTR potentiate = -1; M4 antag = -6
Entry for CC1(C(=O)NS(=O)(=O)c2ccccc2)CCN1C(=O)C1(c2ccc(Cl)cc2)CCC1 (stereo not drawn) → CHRM1 agonist = -1; CHO-K1 Ca antag = -7; CHRM4 agonist = 0; M1 ag parental = -0.3; CHRM1 antagonist = -16; CHO parental Ca = .; M1 PAM = 6; OXTR potentiate = .; M4 antag = -5
Entry for S=C(Nc1ccc(Cl)c(Cl)c1)N1CCOCC1 → CHRM1 agonist = -4; CHO-K1 Ca antag = 2; CHRM4 agonist = 11; M1 ag parental = 3.1; CHRM1 antagonist = 9; CHO parental Ca = 1; M1 PAM = -3; OXTR potentiate = -5; M4 antag = 9

Carrying on:
SMILES	CHRM1 agonist	CHO-K1 Ca antag	CHRM4 agonist	M1 ag parental	CHRM1 antagonist	CHO parental Ca	M1 PAM	OXTR potentiate	M4 antag
COc1cc(-c2nc3sc(C)c(C)c3c(=O)o2)cc(OC)c1OC	-3	-17	1	1.6	-14	-12	6	-14	1
O=C(CN1CCN(Cc2ccccc2)CC1)Nc1ccc(Cl)cn1	-6	7	0	0.0	0	-7	2	-2	12
NS(=O)(=O)c1cc(C(=O)OCCNC(=O)c2ccccc2)c(Cl)cc1Cl	2	-3	3	1.4	-11	-10	8	-4	2
COc1ccc(S(=O)(=O)NC2CC3CCC2C3)cc1Cl (stereo not drawn)	-6	-9	0	2.6	-15	-12	3	-7	6
O=C(CCCSc1nc2ccccc2[nH]1)N1CCN(c2ccccc2)CC1	-3	-8	6	3.5	-8	-11	5	-18	8
CC(=O)Nc1ccc(-c2ccnc3c2CC(C)(C(=O)Nc2ccc4c(c2)OCO4)O3)cc1 (stereo not drawn)	3	-4	2	0.7	4	.	11	.	-6
Cc1cc(C)nc(Nc2n[nH]c(-c3ccccc3Br)n2)n1	-4	-13	1	0.4	9	-11	-2	-4	-1
COc1ccccc1-n1c(CNC(=O)COc2ccccc2)n[nH]c1=S	0	-15	2	-0.1	-15	-2	9	-11	-9
Cc1n[nH]c(C)c1CCC(=O)N/N=C/c1c[nH]c2ccccc12	-3	-10	0	0.8	-7	-6	6	0	6
Cc1ccc2c(c1)N=C(c1ccc(Cl)cc1)CO2	-3	-18	1	0.1	-5	0	-1	-11	2
O=C1C2C3C=CC(C3)C2C(=O)N1c1nccs1 (stereo not drawn)	-5	-1	1	0.7	-15	-12	12	0	0
Cc1ccc(N=C2SC(C(=O)NCCc3ccccc3)CC(=O)N2C)cc1C (stereo not drawn)	-7	-9	2	1.9	14	-22	-17	2	8
